# High-throughput results as filed in PubChem BioAssay.
# PI4K2A inh – inhibitors of human PI4K2A. Q9BTU6. purified PI4K2A, ADP-Glo luminescence, 1 h; hits give low values. activity change, negative = inhibition, % at 76.9 µM. hit rate 0.13% among 420,000. AID 1346378; in the data active = activity change below about -50%; inconclusive = mostly about -30% to -49%;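 note: -100% = wells without enzyme as full effect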
#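 Compounds are screened against recombinant PI4K2A using PI as substrate and ATP, the latter dispensed at 300 microM. Reactions run one hour at ambient temperature before ADP-Glo detection; full inhibition defined by wells lacking enzyme.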
# TRHR PAM – TRH receptor (human) allosteric enhancement; P34981; TRHR cells, fluo-8 calcium fluorescence, EC20 TRH enhancement; enhancement, % at 2 µM; hit rate 0.66% among 360,000; in the data active = enhancement above about 30%; note: 0% is about no effect
#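 Enhancer read-out: after compound pinning and an initial kinetic agonist-mode read, an EC20 of TRH (10 nM final) was injected and fluo-8 calcium signal (Ex 480/Em 530) followed at 1 s/cycle for 100 cycles in TRHR-expressing cells.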
# IDH1 R132H inh – inhibitors of human mutant IDH1 R132H; Potency, µM (highest dose often 76.6 µM), for inactives: at the top dose activity change, negative = inhibition, hits mostly inhibitors; O75874; IDH1-R132H enzyme, NADPH consumption, diaphorase/resazurin fluorescence; hit rate 0.093% among 390,000; note: potency is the fitted concentration of half-maximal effect; % is set by controls: 0 for no effect and ±100 for the full control effect; nearly all actives have a fitted effect of over 65% in size
#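 IDH1-R132H (0.5 ug/mL) preincubated 30 min with compound, then NADPH (0.016 mM) and alpha-KG (2 mM) added; 80 min at RT, pH 7.5. Remaining NADPH coupled via diaphorase/resazurin to fluorescence (540/590 nm); concentration-response curves normalized to no-enzyme control.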
# D2 antagonist – D2 dopamine receptor (human) antagonism; P14416; HEK293 TREx D2 cells, calcium flux, dopamine EC80; inhibition, % at 10 µM; hit rate 2% among 340,000; in the data active = inhibition above about 30%; note: 0% is about no effect
# Target sequence (P14416 whole entry, looked up): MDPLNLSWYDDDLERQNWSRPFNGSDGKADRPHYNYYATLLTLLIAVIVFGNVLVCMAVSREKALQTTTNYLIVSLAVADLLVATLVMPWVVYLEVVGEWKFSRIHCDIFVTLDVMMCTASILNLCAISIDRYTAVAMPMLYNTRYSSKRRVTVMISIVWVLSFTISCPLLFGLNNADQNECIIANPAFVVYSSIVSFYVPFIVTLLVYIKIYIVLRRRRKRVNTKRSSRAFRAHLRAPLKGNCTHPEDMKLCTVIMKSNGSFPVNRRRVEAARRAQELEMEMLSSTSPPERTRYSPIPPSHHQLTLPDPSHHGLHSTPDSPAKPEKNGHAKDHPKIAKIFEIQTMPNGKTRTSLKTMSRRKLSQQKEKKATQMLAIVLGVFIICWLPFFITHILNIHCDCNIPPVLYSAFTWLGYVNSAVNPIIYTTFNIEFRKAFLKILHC
#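 HEK293 T-REx D2 cells, tet-induced, calcium dye no-wash. Cpd pintool add, 180 s kinetic, then EC80 DA, 180 s kinetic. Ca flux read.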
# D2 agonist – agonists of human D2 dopamine receptor | AID 485358 | HEK293 T-REx D2 cells, calcium flux agonist mode | activation, % at 2 µM | hit rate 0.53% among 340,000;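 active = activation over 3 SD above normal in the single-dose calcium agonist read, cut at about 30% in these data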; note: 0% is about no effect
#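 HEK293 Trex D2 cells, tetracycline-induced, o/n 30 C 5% CO2; no-wash Ca dye, RT 30–90 min; 10-cycle baseline, 23 nl cpd added, kinetic Ca read 180 s; agonist hits = positive Ca response.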
# rTrxR1 inhibitor – rat TrxR1 inhibition | O89049 | recombinant rTrxR1, NADPH fluorescence consumption, selenite substrate | Potency, µM (doses to about 114 µM), for inactives: at the top dose activity change, negative = inhibition, actives largely listed as inhibitors | hit rate 1% among 390,000; note: potency is the fitted concentration of half-maximal effect; % is set by controls: 0 for no effect and ±100 for the full control effect; nearly all actives have a fitted effect of over 65% in size
# Target sequence (O89049 whole entry, looked up): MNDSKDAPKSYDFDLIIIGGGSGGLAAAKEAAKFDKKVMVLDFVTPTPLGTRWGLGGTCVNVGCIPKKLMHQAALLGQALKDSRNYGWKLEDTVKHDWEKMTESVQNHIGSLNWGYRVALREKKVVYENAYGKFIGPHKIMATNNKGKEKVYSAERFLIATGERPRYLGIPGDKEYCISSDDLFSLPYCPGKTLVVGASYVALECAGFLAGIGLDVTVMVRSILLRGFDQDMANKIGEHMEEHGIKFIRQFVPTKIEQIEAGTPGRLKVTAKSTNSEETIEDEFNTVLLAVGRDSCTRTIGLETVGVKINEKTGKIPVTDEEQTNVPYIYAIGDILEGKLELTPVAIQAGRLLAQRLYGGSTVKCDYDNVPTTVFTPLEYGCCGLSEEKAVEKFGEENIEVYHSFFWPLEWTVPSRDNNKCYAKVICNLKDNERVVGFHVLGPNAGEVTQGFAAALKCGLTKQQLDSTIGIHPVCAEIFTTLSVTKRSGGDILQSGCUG
#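 Rat TrxR1 (90 nM in the dispensed reagent) was pre-reduced with 400 uM NADPH for 5 min at room temperature, then incubated with compound for 15 min. After 400 uM selenite was added, NADPH fluorescence (Ex 340/Em 450 nm) was followed for 8 min.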
# TRHR agonist – activates the human TRH receptor | P34981 | TRHR cells, calcium flux fluo-8, FDSS agonist mode | activation, % at 2 µM | hit rate 0.18% among 360,000; in the data active = activation above about 30%; note: 0% is about no effect
#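 In this calcium-flux screen, cells bearing human TRHR are dye-loaded with fluo-8, baselined for 10 cycles, then exposed to library compounds; positive kinetic calcium responses during the agonist phase mark hits, with TRH as control.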
# TrxR1 substrate – is turned over as a substrate by rat TrxR1; Potency, µM (series often up to 114 µM), for inactives: at the top dose activity change, negative = substrate turnover; hit rate 0.01% among 390,000; purified TrxR1 substrate turnover, NADPH consumption readout; note: potency is the fitted concentration of half-maximal effect; % is set by controls: 0 for no effect and ±100 for the full control effect; nearly all actives have a fitted effect of over 50% in size
#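 Rat TrxR1, dispensed at 90 nM, was prereduced with 400 uM NADPH (final) for 5 min at ~22 deg C, then incubated with compound 15 min before 400 uM selenite. A first-read NADPH fluorescence drop versus no-compound background flagged substrates.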
# USP1-UAF1 inh – blocks the human USP1/UAF1 deubiquitinase complex | recombinant USP1/UAF1, Ub-Rhodamine cleavage fluorescence | O94782 | AID 743255 | hit rate 0.23% among 390,000 | Potency, µM (doses to about 57.1 µM), without a hit: top-dose activity change, negative = inhibition, hits mostly inhibitors; note: potency is the fitted concentration of half-maximal effect; % is set by controls: 0 for no effect and ±100 for the full control effect; nearly all actives have a fitted effect of over 60% in size; inactives centre near -12
#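 USP1/UAF1 complex at 1 nM was preincubated with compound for 15 min at room temperature, then Ub-Rho substrate (150nM final) was added. Fluorescence (480/540 nm) was read kinetically, 6 reads every 60 seconds.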
# Numbers without * were called inactive; u = inconclusive; x = not tested or not shown; & = joins results of further samples; [ ] = dose if it differs, or a comment. Unless noted, calls come from the whole dose curve; as a rule, active = well fitted inhibition curve with a large enough effect; inconclusive = small, poorly fitted or top-dose-only effect; inactive = no such curve, though single readings can be large or run the other way.
SMILES,PI4K2A inh,TRHR PAM,IDH1 R132H inh,D2 antagonist,D2 agonist,rTrxR1 inhibitor,TRHR agonist,TrxR1 substrate,USP1-UAF1 inh
Cn1c(N)c(C(=O)COC(=O)Cc2ccc(Cl)cc2Cl)c(=O)n(C)c1=O,2,0,3%,5,0.6,4%,0.7,-1%,-25%
COc1ccc(-c2nnc(C3CCN(C(=O)c4ccccc4F)CC3)o2)cc1,-2,-5,7%,x,0.3,-7%,-0.1,-10%,-13%
Cc1ccc(C2=NN(S(=O)(=O)c3ccccc3)C(c3ccccc3O)C2)cc1 (configuration not stated),10,14,-14%,-8,0.6,19%[57.1 µM],0.2,9%[57.1 µM],-14%
CC(=NNC(=O)c1ccncc1)c1ccc(O)cc1O,-1,x,2%,x,x,-10%,x,-19%,-4%
COc1ccc(/C=N/NC(=O)CCn2c3ccccc3c3ccccc32)cc1OC,1,-39,6%,7,-0.9,1%,-0.5,5%,-24%
CC(=O)c1cccc(NC(=O)Nc2cnn(Cc3ccc(Cl)cc3Cl)c2)c1,3,8,9%,3,0.6,7%,1.2,-5%,-17%
CCOc1ccc2nc(SCC(=O)NC3CCCc4ccccc43)sc2c1 (configuration not stated),-2,2,1%,0,0.5,2%[57.1 µM],0.4,4%[57.1 µM],-5%
O=C(COc1ccccc1)N1CCN(S(=O)(=O)Cc2ccccc2)CC1,4,-1,-1%,1,0.4,7%,0.4,-6%,-26%
CN(CC(=O)Nc1ccc(Cl)cc1)C1=NS(=O)(=O)c2ccccc21,5,0,-16%,-11,-0.2,5%,0.5,1%,-25%
O=C(CSc1nc(O)c(C/C=C/c2ccccc2)c(=O)[nH]1)Nc1cccc(F)c1,1,6,-23%,x,-1.1,8%,0.2,2%,-2%
Cc1ccc(S(=O)(=O)N2CCN(C)CC2)cc1[N+](=O)[O-],3,-5,5%,-8,0.1,29%,0.8,8%,-6%
Cc1ccc2[nH]c3c(=O)n(CCN4CCOCC4)cnc3c2c1,4,26,5%,7,0.5,2%,0.3,14%,1%

# Brought forward from above: four compounds, then new ones.
SMILES,PI4K2A inh,TRHR PAM,IDH1 R132H inh,D2 antagonist,D2 agonist,rTrxR1 inhibitor,TRHR agonist,TrxR1 substrate,USP1-UAF1 inh
CN(CC(=O)Nc1ccc(Cl)cc1)C1=NS(=O)(=O)c2ccccc21,5,0,-16%,-11,-0.2,5%,0.5,1%,-25%
O=C(CSc1nc(O)c(C/C=C/c2ccccc2)c(=O)[nH]1)Nc1cccc(F)c1,1,6,-23%,x,-1.1,8%,0.2,2%,-2%
Cc1ccc(S(=O)(=O)N2CCN(C)CC2)cc1[N+](=O)[O-],3,-5,5%,-8,0.1,29%,0.8,8%,-6%
Cc1ccc2[nH]c3c(=O)n(CCN4CCOCC4)cnc3c2c1,4,26,5%,7,0.5,2%,0.3,14%,1%
CCc1ccc(NC(=O)CSc2nccn2-c2ccc(F)cc2)cc1,-5,1,-7%,x,0.6,8%[57.1 µM],-0.6,-1%[57.1 µM],-10%
CCOc1ccc(NCc2cccn2-c2nnc(N3CCC(C(=O)NCc4ccccc4Cl)CC3)s2)cc1,-1,3,x,x,-0.5,11%,-0.4,-3%,-3%
COC(=O)c1cc(Br)c(=O)n(-c2ccc(C(C)=O)cc2)c1,x,-7,x,18,0.2,x,0.1,x,x
Nc1ccccc1C#Cc1cnccn1,-1,x,-3%,x,x,-3%,x,-1%,-17%
CC(=O)NC1=NN(C(C)=O)C(C)(CC(=O)OC(C)(C)C)S1 (configuration not stated),3,3,-4%,-9,-0.1,27%[57.1 µM],0.1,5%[57.1 µM],-13%
CC(=O)N(C1=C(Cl)C(=O)c2ccccc2C1=O)C1CCCCC1,-6,-10,34%,8,7.6,u,0.9,-8%[57.1 µM],u
Cc1cc([N+](=O)[O-])ccc1NC1CCCC1,-2,-4,4%,-6,0.9,-2%,0.1,-5%,-20%
CCOc1ccc(C(=O)C(C)OC(=O)Cn2[nH]c(=O)c3ccccc3c2=O)cc1 (configuration not stated),1,0,3%,14,-0.3,-18%,-1.0,-16%,-2%
COC(=O)CCC(=O)NNC(=O)c1ccc(Br)cc1,-4,-4,8%,-10,0.4,2%,0.6,-1%,4%
CC(=O)c1ccc(N2CCN(S(=O)(=O)c3ccc4c5c3CC(=O)N5CC(C)S4)CC2)cc1 (configuration not stated),-10,-6,1%,8,-0.6,-16%,-0.2,0%,u
CC(=O)c1cc2c(cc1NC(=O)c1cc3nc(C(C)C)cc(C(F)(F)F)n3n1)OCO2,-4,4,6%,4,-1.4,-10%,0.7,-5%,-6%
CCOC(=O)c1c(NC(=O)c2ccc(N3C(=O)[C@@H]4[C@H](C3=O)[C@H]3C=C[C@@H]4C3)cc2)sc2c1CC(C)CC2 (some centres not stated),-4,-8,-5%,2,0.0,27%[57.1 µM],0.4,11%[57.1 µM],-5%
COc1cccc(NS(=O)(=O)c2ccc3c(c2)N(C(C)=O)CCS3)c1,6,-2,1%,5,1.3,20%,0.1,2%,-13%
CSc1ccc(CN2CCN(Cc3ccc([N+](=O)[O-])cc3)CC2)cc1,-5,-2,9%,-35,-2.1,5%[57.1 µM],-0.1,3%[57.1 µM],-16%
CCN(CC)/C(Sc1ccccc1)=C(\C(Cl)=C(Cl)Cl)[N+](=O)[O-],-22,0,12%,-8,0.0,u,0.4,4%[57.1 µM],-14%
O=C(Oc1cccc(N2C(=O)C3C4c5ccccc5C(c5ccccc54)C3C2=O)c1)c1ccco1 (configuration not stated),4,-4,0%,-6,0.4,-4%,1.2,-4%,-21%
CCOc1ccc(NC(=S)c2ccc3ccccc3n2)cc1,4,-2,17%,-21,1.0,27%,1.2,0%,-13%
Cc1noc2ncnc(Sc3ccccc3Cl)c12,0,-3,11%,-4,0.8,u,0.2,3%,-23%
Cn1nc([N+](=O)[O-])nc1Oc1ccccc1F,2,14,8%,-9,0.7,23%[57.1 µM],-0.3,7%[57.1 µM],-20%
Cc1ccccc1S(=O)(=O)Oc1ccc2ccc(O)cc2c1,5,4,19%,-4,0.6,23%,0.0,4%,-14%
CC1(C)CC(=O)c2cnc(NCC3CCCO3)nc2C1 (configuration not stated),2,2,1%,x,x,-2%,0.7,8%[57.1 µM],-17%
CCCS(=O)(=O)N1CC(=O)N(c2cccc(Cl)c2C)C(C)(C(=O)NC2CCCC2)C1 (configuration not stated),1,18,-4%,x,0.7,5%,-0.5,-7%,-11%
COc1ccc(CNC(=O)CSc2nc3ccc(C)cc3[nH]2)cc1,1,5,9%,-11,-0.9,-9%,-0.3,-5%,-17%
C=CCNCc1ccc(C(=O)NCCCCCCC)cc1[N+](=O)[O-],1,0,-1%,11,-1.2,-20%[57.1 µM],-0.2,6%[57.1 µM],28%
COc1ccc(-c2noc(CCCOc3ccc(Cl)cc3Cl)n2)cc1,-2,-15,8%,x,x,41%[activator],1.8,22%,-14%
Cc1ccc2nc(SCC(=O)NCc3ccco3)c(C)cc2c1,0,0,0%,1,-0.6,2%,-2.0,4%,-16%
Nc1ccc2nc(-c3cccs3)[nH]c2c1,-6,2,-2%,-7,0.2,74%[activator],-0.3,563%[activator],-3%
Cc1csc(NC(=O)CSc2nc(C)cs2)n1,1,0,5%,11,0.3,7%[57.1 µM],-0.2,10%[57.1 µM],-8%
CCN1C(=O)C2C(c3cccc(F)c3)NC(C)(C(=O)OC)C2C1=O (configuration not stated),-1,9,5%,22,0.5,-7%,0.0,-7%,-6%
CC(C)CN(C(=O)CSc1nnc2ccccn12)C1CCS(=O)(=O)C1 (configuration not stated),0,10,8%,7,1.8,31%,1.0,25%,-11%
Cc1ccsc1C(=O)NNC(=S)NC1CCCCC1,-3,-5,0%,11,1.1,2%,-0.1,5%,-20%
COc1cccc2c1cc1c(=O)n(CC(=O)NCCCN3CCN(C)CC3)nc(C)n12,-5&3,4&5,-4%&-7%,16,26&16,5%&-10%,0.3&0.3,1%&117%,-8%&3%
COc1cccc(N=C2C(=O)N3CCCc4cccc2c43)c1,12,10,-3%,2,-0.5,4%[57.1 µM],0.1,-9%,7%
O=C(NCc1ccc(F)cc1)c1ccc(CS(=O)(=O)c2ccc(Br)cc2)o1,0,-1,-2%,3,0.7,-12%,0.4,-5%,-1%
COc1cc(/C=C2\N=C(c3c(-c4ccccc4)noc3C)OC2=O)ccc1OC(C)=O,10,12,2%,10,3.6,7%,-0.6,5%,-19%
CCOCCOC(=O)c1ccc(NC(=O)c2cc(OC)c(OC)c(OC)c2Br)cc1,0,-3,4%,-3,-0.1,u,-0.3,1%,-15%
CCCCNC(=O)CS(=O)Cc1nc(-c2cccc(Cl)c2)oc1C (configuration not stated),3,3,-6%,0,-1.0,14µM*,-0.7,8%[57.1 µM],-8%
S=C(Nc1ccc2cn[nH]c2c1)Nc1ccc(Cl)cc1Cl,-7,0,1%,-1,1.4,-13%[57.1 µM],-0.4,2%,-27%
CC(NC(=O)CN1C(=O)NC2(CCCCCCC2)C1=O)c1ccccc1 (configuration not stated),0,x,3%,x,x,-1%,x,-3%,-14%
O=C1c2ccccc2CCCC12N=NCC2c1cccc2ccccc12 (configuration not stated),1,10,1%,x,x,-2%,-0.4,-4%,1%
CCN(CC)C(=O)C(=O)Nc1cc(C(F)(F)F)ccc1Cl,-1,-1,5%,20,0.1,8%,-0.5,-6%,0%
CSc1nc2cc(Oc3cccc(Cl)c3Cl)c(Cl)cc2[nH]1,-5,1,0%,-7,0.8,18%,0.1,7%,-18%
Cc1cc(O)cc(O)c1C=NCc1ccco1,-4,-1,5%,-6,-0.8,u,0.6,-21%,-2%
OCCNc1nc(NCCC2=CCCCC2)nc(N2CCOCC2)n1,-10,4,2%,6,0.5,22%[57.1 µM],-0.2,16%[57.1 µM],-2%
